TRb-SRC2 inh = TRbeta-SRC2 interaction inhibition. AID 1469. hit rate 0.065% among 280,000. TRbeta-SRC2 peptide binding, fluorescence polarization; receptor liganded with 1 µM T3. P10828. Potency, µM (doses to about 106 µM), for the others: at the top dose activity change, negative = inhibition, hits mostly inhibitors; active = well fitted inhibition curve with a large enough effect; inconclusive = small, poorly fitted or top-dose-only effect, or effect the other way;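 note: plate controls were bound peptide for no effect and peptide without receptor for full effect; nearly all actives have a fitted effect of over 50% in size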
Target sequence (P10828 whole entry, looked up): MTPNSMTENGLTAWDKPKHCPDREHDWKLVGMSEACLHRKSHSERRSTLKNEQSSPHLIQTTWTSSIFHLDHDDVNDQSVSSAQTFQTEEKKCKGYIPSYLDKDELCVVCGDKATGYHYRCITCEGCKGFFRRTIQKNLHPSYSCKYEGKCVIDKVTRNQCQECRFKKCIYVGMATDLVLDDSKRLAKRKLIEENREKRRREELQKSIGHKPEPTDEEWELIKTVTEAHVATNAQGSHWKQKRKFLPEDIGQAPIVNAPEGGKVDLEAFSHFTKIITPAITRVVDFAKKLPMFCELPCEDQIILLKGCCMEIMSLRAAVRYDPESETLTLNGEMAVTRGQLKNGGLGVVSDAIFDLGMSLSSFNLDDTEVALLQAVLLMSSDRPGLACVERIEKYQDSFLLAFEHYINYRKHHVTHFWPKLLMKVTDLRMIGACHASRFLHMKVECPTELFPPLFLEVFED
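Compounds were added to 0.6 uM TRb ligand-binding domain and 20 nM Texas Red-labeled SRC2 peptide in Tris buffer containing 1 uM T3, incubated 5 hr at ambient temperature, then read by fluorescence polarization.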
Lamin A splicing = LMNA splicing modulation; HeLa LMNA splicing GFP/RFP minigene ratio, 48 h; Potency, µM (titrated, usually from 46.1 µM), inactives show at the highest dose ratio change, negative = inhibition, usual class: inhibitors; hit rate 0.01% among 200,000; active = well fitted inhibition curve with a large enough effect in the signal ratio, with a control signal flat, not every such curve was filed as active; inconclusive = small, poorly fitted or top-dose-only effect, or effect the other way, or a change in a side signal; the % refers to the signal ratio
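S3 HeLa cells stably expressing lamin A-EGFP splicing minigene plus DsRed2, 600 cells/well, 48 h compound exposure at 37C. Laser-scanning cytometry; analysed as GFP (500-530 nm)/RFP (575-640 nm) total intensity ratio; 0.5% DMSO vehicle.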
TR SRC2 fluor cs = Texas Red fluorescence interference in TRb-SRC2 counter-screen; TRb/SRC2 Texas Red total fluorescence interference; Potency, µM (top dose mostly 106 µM), without a hit: at the top dose fluorescence change, negative = quenching; hit rate 0.29% among 280,000; AID 1479; active = well fitted curve in either direction with a large enough effect; inconclusive = small, poorly fitted or top-dose-only effect
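Flags fluorescent or light-absorbing compounds by total fluorescence, S + 2P, at 555 nm excitation and 632 nm emission. Mixture: 20 nM Texas Red SRC2 peptide, 0.6 uM human TRb LBD, 1 uM T3, 5% DMSO; compound exposure 5 h at ambient temperature.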
Starred values were filed as active, the others as inactive; [ ] = another dose, or the depositor's remark. Unless noted, % is set by controls: 0 for no effect and ±100 for the full control effect; potency is the fitted concentration of half-maximal effect. This is a subset. The share of hits here may be higher or lower than overall.

CCOc1cc2[nH]c(=O)n(CCCC(=O)N3CCN(c4ccc(OC)cc4)CC3)c(=O)c2cc1OCC was read as TRb-SRC2 inh -6.2%, Lamin A splicing 20.6%[46 µM] and TR SRC2 fluor cs 2.0%.
O=C(NCC(c1cccnc1)N1CCN(c2ccccc2F)CC1)c1ccc(F)cc1 (stereo unspecified) was read as TRb-SRC2 inh -1.0%, Lamin A splicing 19.8%[46 µM] and TR SRC2 fluor cs -11.8%.
CCOc1cccc(NC(=O)C2CC(=O)N(C)C(=Nc3ccc(OC)cc3)S2)c1 (stereo unspecified) was read as TRb-SRC2 inh -1.6%, Lamin A splicing 1.5%[46 µM] and TR SRC2 fluor cs -4.1%.
For COc1ccc(N2CC(NC(=O)c3ccco3)CC2=O)cc1 (stereo unspecified) the results were TRb-SRC2 inh 3.1%, Lamin A splicing inconclusive and TR SRC2 fluor cs -0.8%.
COc1cccc(N2CCN(C(=O)c3cnn(-c4ccc(C)cc4C)c3C3CCN(C(=O)OC(C)(C)C)CC3)CC2)c1 was read as TRb-SRC2 inh 3.4%, Lamin A splicing -28.2%[46 µM] and TR SRC2 fluor cs 2.5%.
`COc1ccc(CNC(=O)c2nn(C)c3c2CS(=O)(=O)c2ccccc2-3)cc1` gave TRb-SRC2 inh 0.2%, Lamin A splicing -14.9%[46 µM] and TR SRC2 fluor cs -19.0%.
Screening CC(C)N(Cc1ccccc1)C(=O)CN1C(=O)COc2ccc(S(=O)(=O)NC3CCCC3)cc21 returned TRb-SRC2 inh 4.0%, Lamin A splicing 19.9%[46 µM] and TR SRC2 fluor cs -0.5%.
`CC(C)NC(=O)c1sc2ncccc2c1-n1cccc1` gave TRb-SRC2 inh 8.5%, Lamin A splicing 5.3%[46 µM] and TR SRC2 fluor cs 0.8%.
For CCCCN(CC)CCCNC(=O)c1ccc2c(c1)NC(=O)CN2C the results were TRb-SRC2 inh -5.3%, Lamin A splicing inconclusive and TR SRC2 fluor cs -0.6%.
For O=C(COc1ccc(Cl)cc1)Nc1ccccc1C(=O)OCc1cc(=O)n2ccsc2n1 the results were TRb-SRC2 inh -3.1%, Lamin A splicing -1.2%[46 µM] and TR SRC2 fluor cs -1.5%.
CCOc1ccccc1CNC(=O)c1ccc2c(c1)nc1n2CCC(C)C1 (stereo unspecified) was read as TRb-SRC2 inh 1.1%, Lamin A splicing inconclusive and TR SRC2 fluor cs -2.9%.
`CN(C)c1ccc(C(CNS(=O)(=O)c2ccc(F)cc2)N2CCc3ccccc32)cc1` (stereo unspecified) gave TRb-SRC2 inh -1.3%, Lamin A splicing -3.7%[46 µM] and TR SRC2 fluor cs 0.7%.
Screening Cc1cccc(N2CCN(C(=O)c3c4c(nc5ccccc35)C(=O)N(C3CCCCC3)C4)CC2)c1C returned TRb-SRC2 inh -3.8%, Lamin A splicing inconclusive and TR SRC2 fluor cs 3.0%.
`COc1ccc(SCc2cc(=O)c3ccc(C)c(C)c3[nH]2)cc1` gave TRb-SRC2 inh 4.8%, Lamin A splicing -9.1%[46 µM] and TR SRC2 fluor cs -0.9%.
For Cc1ccc(N2C(=O)CSC23C(=O)N(CC(=O)Nc2ccc(C)cc2C)c2ccccc23)cc1 (stereo unspecified) the results were TRb-SRC2 inh 5.4%, Lamin A splicing -2.8%[46 µM] and TR SRC2 fluor cs -0.9%.
Cc1cc2n(n1)CCCN2C(=O)Nc1ccc(F)c(Cl)c1 was read as TRb-SRC2 inh 10.9%, Lamin A splicing 27.7%[46 µM] and TR SRC2 fluor cs -5.4%.
Screening Cc1ccc(NC(=O)c2ccc3nc(Cc4ccccc4)oc3c2)cc1F returned TRb-SRC2 inh 9.3%, Lamin A splicing 2.8%[46 µM] and TR SRC2 fluor cs 0.5%.
For COc1cc2c(cc1OC)C(COc1ccc(F)cc1)N(C(=O)C(C)C)CC2 (stereo unspecified) the results were TRb-SRC2 inh 4.9%, Lamin A splicing -11.4%[46 µM] and TR SRC2 fluor cs 0.2%.
`Cc1cc(C)c(C(=O)Nc2ccccc2)c(SCC(=O)Nc2ccc(Br)cc2C)n1` gave TRb-SRC2 inh -0.9%, Lamin A splicing 5.2%[46 µM] and TR SRC2 fluor cs 1.9%.
COc1ccc2sc(N(Cc3cccnc3)C(=O)C3COc4ccccc4O3)nc2c1 (stereo unspecified) was read as TRb-SRC2 inh -2.0%, Lamin A splicing 18.9%[46 µM] and TR SRC2 fluor cs -1.5%.

Filtered by structure, the entries above with an NH in an aromatic ring.
CCOc1cc2[nH]c(=O)n(CCCC(=O)N3CCN(c4ccc(OC)cc4)CC3)c(=O)c2cc1OCC was read as TRb-SRC2 inh -6.2%, Lamin A splicing 20.6%[46 µM] and TR SRC2 fluor cs 2.0%.
`COc1ccc(SCc2cc(=O)c3ccc(C)c(C)c3[nH]2)cc1` gave TRb-SRC2 inh 4.8%, Lamin A splicing -9.1%[46 µM] and TR SRC2 fluor cs -0.9%.

Remaining list, next part
Cc1cccc(C)c1NC(=O)C(=O)NCC(c1ccc2c(c1)OCO2)N1CCOCC1 (stereo unspecified) was read as TRb-SRC2 inh 4.1%, Lamin A splicing inconclusive and TR SRC2 fluor cs -1.2%.
For O=C(NC1CCCCC1)c1ccc(Cn2c(SCc3ccc(F)cc3)nc3cccnc32)cc1 the results were TRb-SRC2 inh -6.8%, Lamin A splicing 28.1%[46 µM] and TR SRC2 fluor cs 5.7%.
For CCc1ccc(NC(=O)CSc2nc3ccccc3nc2Cc2ccc(C)cc2)cc1 the results were TRb-SRC2 inh 1.0%, Lamin A splicing inconclusive and TR SRC2 fluor cs -1.5%.
Cc1cccc(N2CCN(C(=O)c3nn(C)c4c3CS(=O)(=O)c3ccccc3-4)CC2C)c1 (stereo unspecified) was read as TRb-SRC2 inh -6.0%, Lamin A splicing -7.8%[46 µM] and TR SRC2 fluor cs -0.2%.
For Cc1ccc(C)c(Cn2c(=O)c3c(nc4n3CCN4c3ccccc3)n(C)c2=O)c1 the results were TRb-SRC2 inh 8.4%, Lamin A splicing inconclusive and TR SRC2 fluor cs -13.2%.
COc1cccc(NC(=O)Cn2cc(S(=O)(=O)N3CCCC3)c(S(=O)(=O)N3CCCC3)c2)c1 was read as TRb-SRC2 inh 7.0%, Lamin A splicing 6.8%[46 µM] and TR SRC2 fluor cs -2.8%.
CCOc1ccc(C(=O)NCCc2sc(-c3ccc(F)cc3)nc2C)cc1 was read as TRb-SRC2 inh -6.3%, Lamin A splicing 28.1%[46 µM] and TR SRC2 fluor cs -1.4%.
Nc1nc(Nc2cccc(C(F)(F)F)c2)sc1C(=O)c1ccccc1 was read as TRb-SRC2 inh 8.1%, Lamin A splicing 14.8%[46 µM] and TR SRC2 fluor cs -4.4%.
`COc1cccc(C2C(=O)N(C3CCCCC3)CC(=O)N2CCc2ccc(OC)c(OC)c2)c1` (stereo unspecified) gave TRb-SRC2 inh 2.7%, Lamin A splicing -8.7%[46 µM] and TR SRC2 fluor cs -1.4%.
For COc1ccc(CNC(=O)C(=O)NCC(c2ccco2)S(=O)(=O)c2ccc(C)cc2)cc1 (stereo unspecified) the results were TRb-SRC2 inh -3.0%, Lamin A splicing 19.9%[46 µM] and TR SRC2 fluor cs 0.1%.

Structures from the list above that have a Cl atom (2):
For O=C(COc1ccc(Cl)cc1)Nc1ccccc1C(=O)OCc1cc(=O)n2ccsc2n1 the results were TRb-SRC2 inh -3.1%, Lamin A splicing -1.2%[46 µM] and TR SRC2 fluor cs -1.5%.
Cc1cc2n(n1)CCCN2C(=O)Nc1ccc(F)c(Cl)c1 was read as TRb-SRC2 inh 10.9%, Lamin A splicing 27.7%[46 µM] and TR SRC2 fluor cs -5.4%.

The list goes on.
`CCN(CC)C(=O)c1sc2c(c1C)c(=O)n(-c1ccc(Cl)c(Cl)c1)c(=O)n2Cc1cc(=O)n2ccccc2n1` gave TRb-SRC2 inh 6.9%, Lamin A splicing inconclusive and TR SRC2 fluor cs 4.6%.
`CCOc1ccc(NC(=O)CSc2nc(=O)[nH]c3c2CCC3)cc1` gave TRb-SRC2 inh -4.0%, Lamin A splicing 7.7%[46 µM] and TR SRC2 fluor cs 0.0%.
For Cc1ccc(N2C(=O)CSC23C(=O)N(CC(=O)NC2CCCCC2)c2ccccc23)cc1C (stereo unspecified) the results were TRb-SRC2 inh 2.9%, Lamin A splicing -1.5%[46 µM] and TR SRC2 fluor cs -2.4%.
For Cc1ccc(O)c(NC(=O)COCc2cc(-c3ccco3)on2)c1 the results were TRb-SRC2 inh 4.2%, Lamin A splicing -10.4%[46 µM] and TR SRC2 fluor cs 0.7%.
`COc1ccc(CCNC(=O)CCSCc2ccccc2Cl)cc1OC` gave TRb-SRC2 inh 2.2%, Lamin A splicing inconclusive and TR SRC2 fluor cs -0.4%.
`CCN1CCN(CCCNC(=O)c2ccc3nc(Cc4ccc(OC)cc4)oc3c2)CC1` gave TRb-SRC2 inh 5.5%, Lamin A splicing inconclusive and TR SRC2 fluor cs -27.0%.
`CC1CCC(NC(=O)c2ccc3c(c2)N(Cc2cccc(Cl)c2)C(=O)c2ccccc2S3(=O)=O)CC1` (stereo unspecified) gave TRb-SRC2 inh 1.3%, Lamin A splicing 12.9%[46 µM] and TR SRC2 fluor cs -0.2%.
CCOc1ccc(CCNC(=O)Cn2ncc3c([nH]c4ccccc43)c2=O)cc1OCC was read as TRb-SRC2 inh 7.6%, Lamin A splicing 2.4%[46 µM] and TR SRC2 fluor cs 0.2%.
Cc1nn(-c2ccccc2)c2nc(C3CC3)cc(C(=O)Nc3cccc(F)c3)c12 was read as TRb-SRC2 inh 5.7%, Lamin A splicing inconclusive and TR SRC2 fluor cs 2.9%.
Screening COc1ccc(-c2cc3ccc(O)c(CN4CCC(C)CC4)c3oc2=O)cc1 returned TRb-SRC2 inh -0.6%, Lamin A splicing -12.2%[46 µM] and TR SRC2 fluor cs -2.3%.
Screening COc1cccc(CNC(=O)c2cc(C)nc3c2c(C)nn3-c2cccc(F)c2)c1 returned TRb-SRC2 inh 7.1%, Lamin A splicing 4.5%[46 µM] and TR SRC2 fluor cs 1.7%.
Screening O=C(Nc1ccc2c(c1)CCCN2C(=O)c1cccs1)c1ccccc1Cl returned TRb-SRC2 inh -2.1%, Lamin A splicing inconclusive and TR SRC2 fluor cs -2.2%.
CCc1ccc(C2C(C(=O)Nc3ccccc3)=C(C)Nc3nc(SCC(=O)c4ccc(C)cc4)nn32)cc1 (stereo unspecified) was read as TRb-SRC2 inh -2.5%, Lamin A splicing inconclusive and TR SRC2 fluor cs -0.4%.
Screening CCc1nc2ccc(C(=O)NCc3ccc(OC)c(OC)c3)cc2nc1CC returned TRb-SRC2 inh 0.6%, Lamin A splicing 6.0%[46 µM] and TR SRC2 fluor cs 0.1%.
CCOC(=O)c1cccc(NC(=O)c2ccc3nc(C(C)C)oc3c2)c1 was read as TRb-SRC2 inh 9.1%, Lamin A splicing 3.1%[46 µM] and TR SRC2 fluor cs -27.8%.
Screening CCN1CCN(C(c2ccccc2F)c2c(O)cc(C)n(CCOC)c2=O)CC1 (stereo unspecified) returned TRb-SRC2 inh -0.5%, Lamin A splicing inconclusive and TR SRC2 fluor cs 0.5%.
Screening Cc1ccc(-n2nc(C)c3c(C(=O)NCCc4ccccc4)cc(C)nc32)cc1 returned TRb-SRC2 inh 8.2%, Lamin A splicing 5.8%[46 µM] and TR SRC2 fluor cs -1.5%.
For COCCNC(=O)c1cnn(-c2ccc(C)cc2C)c1C1CCN(C(=O)OC(C)(C)C)CC1 the results were TRb-SRC2 inh 1.0%, Lamin A splicing 6.0%[46 µM] and TR SRC2 fluor cs 1.1%.
For Cc1cccc(C(=O)n2nc(C)c(S(=O)(=O)N3CCOCC3)c2C)c1 the results were TRb-SRC2 inh 3.5%, Lamin A splicing -19.8%[46 µM] and TR SRC2 fluor cs -3.2%.
`CCc1cccc(C)c1NC(=O)CSc1nc2ccccc2nc1Cc1ccccc1` gave TRb-SRC2 inh 4.7%, Lamin A splicing inconclusive and TR SRC2 fluor cs -2.8%.
For CC(NC(=O)c1cc(Sc2ccc(F)cc2F)nc2ccccc12)c1ccccc1 (stereo unspecified) the results were TRb-SRC2 inh 2.9%, Lamin A splicing -27.8%[46 µM] and TR SRC2 fluor cs -0.6%.
Screening COCCCNC(=O)CN1C(=O)c2cccnc2Sc2ccccc21 returned TRb-SRC2 inh -0.7%, Lamin A splicing 3.8%[46 µM] and TR SRC2 fluor cs -1.1%.
Screening CCc1ccc(NC(=O)CSC2=Nc3ccccc3C3=NC(CC(=O)NCc4ccccc4)C(=O)N23)cc1 (stereo unspecified) returned TRb-SRC2 inh 12.4%, Lamin A splicing -9.0%[46 µM] and TR SRC2 fluor cs -23.7%.

Compound activity as filed in PubChem.
